Compound activity as filed in PubChem.
T cruzi intra: inhibitors of intracellular Trypanosoma cruzi; intracellular Trypanosoma cruzi in host cells, plate reader; activity score (inhibition), % at 5.01 µM; actives 4.9% (n = 22,000); in the data active means activity score above about 55%;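 further: parasites and compound incubated about four days before reading; 0% = median of neutral control wells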
INS-1E ATP HTS: rescue of cytokine-induced death in INS-1E beta cells. INS-1E cytokine-induced death, ATP luminescence, 48 h; normalised: neutral wells 0, positive control 100. protection from cytokine-induced ATP loss, % at 10 µM. actives 0.1% (n = 20,000);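 active means mean replicate protection from cytokine-induced ATP loss at least 50% and at least 75% of replicates each reaching 50%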
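Material: INS-1E rat cells; Quantity: 8000 cells/well; Buffer or medium: phenol-red-free RPMI with 5% fetal bovine serum; Probe or stimulus: cytokine cocktail of IFN-γ, TNF-α and IL-1β; Compound dosing: single test concentration per compound, delivered by pin transfer; Incubation: 48 h co-treatment, 10 min post-lysis read; Signal: CellTiter-Glo luminescence.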
* marks the source's active call; other numbers are inactive results; . = not tested or not shown.

SMILES	T cruzi intra	INS-1E ATP HTS
C[C@@H]1CN([C@H](C)CO)C(=O)Cc2cc(NC(=O)CCC(F)(F)F)ccc2O[C@@H]1CN(C)Cc1ccc2c(c1)OCO2	-13	-4
C[C@@H]1CN([C@@H](C)CO)C(=O)c2cc(NC(=O)NC3CCCCC3)ccc2O[C@@H]1CN(C)C(=O)Nc1ccc(F)cc1	18	0
C[C@H](CO)N1C[C@H](C)[C@@H](CN(C)S(=O)(=O)c2ccc(F)cc2)Oc2ccc(NC(=O)Cc3ccccc3)cc2C1=O	14	1
Cc1noc(C)c1NC(=O)Nc1ccc2c(c1)C(=O)N([C@H](C)CO)C[C@H](C)[C@@H](CN(C)C(=O)C1CCCCC1)OCCCC[C@@H](C)O2	-4	1
COC(=O)CCCCCCC(=O)N/N=C/c1ccc(OC)cc1OC	9	-12
C[C@H]1CN([C@@H](C)CO)C(=O)Cc2cc(NC(=O)C3CC3)ccc2O[C@@H]1CN(C)S(=O)(=O)c1cn(C)cn1	-9	5
C[C@@H]1CN([C@@H](C)CO)C(=O)Cc2cc(NC(=O)Nc3ccc(C(F)(F)F)cc3)ccc2O[C@@H]1CN(C)C(=O)NC1CCCCC1	36	2
C[C@@H]1CN([C@@H](C)CO)C(=O)c2cccc(NC(=O)CCCCCC(=O)Nc3ccccc3N)c2O[C@@H]1CN(C)C(=O)NC1CCCCC1	16	11
C[C@@H]1CN([C@@H](C)CO)C(=O)c2cccc(NS(=O)(=O)c3ccc(Cl)cc3)c2O[C@H]1CN(C)S(=O)(=O)c1ccc(F)cc1	9	2
C[C@@H]1CN([C@H](C)CO)C(=O)c2cc(NS(C)(=O)=O)ccc2O[C@@H]1CN(C)S(C)(=O)=O	-10	7
COc1ccc(NC(=O)N(C)C[C@@H]2Oc3ccc(NS(=O)(=O)c4ccc(C)cc4)cc3C(=O)N([C@H](C)CO)C[C@H]2C)cc1	11	.
CC(C)NC(=O)N(C)C[C@H]1Oc2c(NS(C)(=O)=O)cccc2C(=O)N([C@H](C)CO)C[C@@H]1C	17	8
Cc1noc(C)c1NC(=O)Nc1cccc2c1O[C@H](CN(C)S(=O)(=O)c1cccs1)[C@H](C)CN([C@H](C)CO)C2=O	-12	4
C[C@@H]1CN([C@H](C)CO)C(=O)c2cccc(N(C)C)c2O[C@@H]1CN(C)S(=O)(=O)c1cn(C)cn1	17	-1
C[C@@H]1CN([C@H](C)CO)C(=O)c2cc(NC(=O)Nc3ccc4c(c3)OCO4)ccc2O[C@H]1CN(C)Cc1ccc(Cl)c(Cl)c1	40	-4
Cc1noc(C)c1NC(=O)N(C)C[C@@H]1Oc2c(NC(=O)C3CCCCC3)cccc2C(=O)N([C@@H](C)CO)C[C@@H]1C	-19	2
C[C@@H]1CN([C@@H](C)CO)C(=O)c2cc(NC(=O)Cn3cnnn3)ccc2O[C@@H]1CN(C)S(=O)(=O)c1cn(C)cn1	-18	4
O=C(O)CCCCCCC(=O)N/N=C/c1ccco1	-16	26
Cc1ccc(S(=O)(=O)N(C)C[C@@H]2Oc3c(cccc3N(C)C)C(=O)N([C@H](C)CO)C[C@@H]2C)cc1	1	-2
COc1ccc(S(=O)(=O)Nc2ccc3c(c2)CC(=O)N([C@H](C)CO)C[C@@H](C)[C@H](CN(C)C(=O)Nc2ccc4c(c2)OCO4)O3)cc1	-12	5
Cc1ccc(S(=O)(=O)N(C)C[C@@H]2Oc3c(NS(=O)(=O)c4ccc(Cl)cc4)cccc3C(=O)N([C@H](C)CO)C[C@H]2C)cc1	13	7
C[C@H]1CN([C@@H](C)CO)C(=O)c2cc(NS(=O)(=O)c3ccccc3)ccc2O[C@@H]1CN(C)C(=O)Nc1ccc2c(c1)OCO2	-15	2
Cc1noc(C)c1NC(=O)Nc1ccc2c(c1)C(=O)N([C@@H](C)CO)C[C@@H](C)[C@H](CN(C)Cc1ccccc1)O2	2	1
Cc1noc(C)c1S(=O)(=O)Nc1ccc2c(c1)CC(=O)N([C@@H](C)CO)C[C@H](C)[C@@H](CN(C)S(=O)(=O)c1cccs1)O2	-5	1
CC(C)NC(=O)Nc1ccc2c(c1)C(=O)N([C@@H](C)CO)C[C@H](C)[C@@H](CN(C)C(=O)NC(C)C)O2	5	4

Next section:
SMILES	T cruzi intra	INS-1E ATP HTS
CC(C)NC(=O)Nc1ccc2c(c1)CC(=O)N([C@@H](C)CO)C[C@H](C)[C@@H](CN(C)Cc1ccncc1)O2	-4	4
C[C@@H]1CN([C@H](C)CO)C(=O)c2cc(NS(=O)(=O)c3ccc(F)cc3)ccc2O[C@@H]1CN(C)Cc1ccc(Oc2ccccc2)cc1	-11	-42
Cc1noc(C)c1S(=O)(=O)Nc1ccc2c(c1)CC(=O)N([C@@H](C)CO)C[C@H](C)[C@H](CN(C)S(=O)(=O)c1ccc(Cl)cc1)O2	16	-9
C[C@@H]1CN([C@H](C)CO)C(=O)c2cccc(NC(=O)CCCCCC(=O)Nc3ccccc3N)c2O[C@H]1CN(C)S(=O)(=O)c1ccc(Cl)cc1	24	-2
C[C@H]1CN([C@@H](C)CO)C(=O)c2cccc(NC(=O)Nc3ccccc3)c2O[C@H]1CN(C)S(=O)(=O)c1cccs1	-7	-6
C[C@@H]1CN([C@@H](C)CO)C(=O)c2cc(NC(=O)NC3CCCCC3)ccc2O[C@@H]1CN(C)S(=O)(=O)c1ccc(Cl)cc1	8	-3
Cc1noc(C)c1S(=O)(=O)Nc1ccc2c(c1)C(=O)N([C@H](C)CO)C[C@H](C)[C@H](CN(C)C(=O)Nc1ccc3c(c1)OCO3)O2	-5	0
COc1ccc(S(=O)(=O)N(C)C[C@H]2Oc3ccc(NS(=O)(=O)c4ccccc4)cc3C(=O)N([C@H](C)CO)C[C@H]2C)cc1	-6	9
C[C@@H]1CN([C@@H](C)CO)C(=O)c2cc(NS(=O)(=O)c3ccc(Cl)cc3)ccc2O[C@@H]1CN(C)C(=O)Nc1ccccc1	2	7
CC(C)NC(=O)Nc1cccc2c1O[C@@H](CN(C)Cc1ccc3c(c1)OCO3)[C@@H](C)CN([C@H](C)CO)C2=O	-7	-4
C[C@@H]1CN([C@@H](C)CO)C(=O)c2cc(NS(=O)(=O)c3cccs3)ccc2O[C@@H]1CN(C)Cc1ccc2c(c1)OCO2	-1	-1
COc1ccc(CN(C)C[C@H]2Oc3ccc(NC(=O)Cc4cn(C)c5ccccc45)cc3C(=O)N([C@@H](C)CO)C[C@H]2C)cc1	18	-9
C[C@H]1CN([C@@H](C)CO)C(=O)c2cc(NC(=O)Cn3cnnn3)ccc2O[C@@H]1CN(C)Cc1ccc(C(=O)O)cc1	-21	-1
Cc1noc(C)c1NC(=O)Nc1cccc2c1O[C@H](CN(C)S(=O)(=O)c1cn(C)cn1)[C@H](C)CN([C@H](C)CO)C2=O	-20	4
Cc1ccc(S(=O)(=O)Nc2ccc3c(c2)C(=O)N([C@H](C)CO)C[C@H](C)[C@@H](CN(C)C(=O)c2ccncc2)OCCCC[C@@H](C)O3)cc1	-16	2
C[C@@H]1CN([C@H](C)CO)C(=O)CCCn2nncc2CO[C@H]1CN(C)C(=O)Nc1ccc(-c2cccs2)cc1	-38	.
COc1ccc(S(=O)(=O)Nc2ccc3c(c2)C(=O)N([C@H](C)CO)C[C@H](C)[C@H](CN(C)S(C)(=O)=O)OCCCC[C@@H](C)O3)cc1	-8	6
C[C@@H]1CN([C@@H](C)CO)C(=O)c2cc(NC(=O)NC3CCCCC3)ccc2O[C@H]1CN(C)Cc1ccncc1	7	0
Cc1noc(C)c1NC(=O)Nc1cccc2c1O[C@H](CN(C)C(=O)Nc1ccc(F)cc1)[C@H](C)CN([C@@H](C)CO)C2=O	-24	11
COc1ccc(S(=O)(=O)Nc2ccc3c(c2)C(=O)N([C@@H](C)CO)C[C@@H](C)[C@H](CN(C)Cc2ccc(Cl)c(Cl)c2)O3)cc1	29	-59
Cc1noc(C)c1NC(=O)Nc1cccc2c1O[C@H](CN(C)CC1CC1)[C@@H](C)CN([C@H](C)CO)C2=O	36	9
C[C@H]1CN([C@@H](C)CO)C(=O)Cc2cc(NC(=O)Cc3cn(C)c4ccccc34)ccc2O[C@H]1CN(C)S(C)(=O)=O	-7	11
C[C@@H]1CN([C@@H](C)CO)C(=O)c2cc(NS(C)(=O)=O)ccc2O[C@H]1CN(C)CC1CC1	2	7
C[C@@H]1CN([C@H](C)CO)C(=O)c2cc(NC(=O)c3ccncc3)ccc2O[C@@H]1CN(C)C(=O)Nc1cccc2ccccc12	-12	6
Cc1noc(C)c1S(=O)(=O)N(C)C[C@H]1Oc2c(NC(=O)C3CC3)cccc2C(=O)N([C@@H](C)CO)C[C@H]1C	-43	6

(further entries)
SMILES	T cruzi intra	INS-1E ATP HTS
C[C@H]1CN([C@@H](C)CO)C(=O)Cc2cc(NC(=O)CCCCCC(=O)Nc3ccccc3N)ccc2O[C@H]1CN(C)CC1CCCCC1	-12	15
C[C@@H]1CN([C@@H](C)CO)C(=O)Cc2cc(NS(=O)(=O)c3cn(C)cn3)ccc2O[C@@H]1CN(C)C(=O)Nc1cccc2ccccc12	-38	11
C[C@H]1CN([C@@H](C)CO)C(=O)c2cccc(NC(=O)c3ccncc3)c2O[C@@H]1CN(C)S(C)(=O)=O	-9	6
COc1ccc(CN(C)C[C@@H]2OCCCC[C@@H](C)Oc3ccc(NC(=O)NC(C)C)cc3C(=O)N([C@H](C)CO)C[C@@H]2C)cc1	19	-12
C[C@H](CO)N1C[C@H](C)[C@H](CN(C)CC2CC2)Oc2ccc(NS(=O)(=O)c3ccc(F)cc3)cc2CC1=O	-17	-4
C[C@H]1CN([C@@H](C)CO)C(=O)c2cccc(NC(=O)C3CCCCC3)c2O[C@H]1CN(C)S(=O)(=O)c1cn(C)cn1	48	6
C[C@H](CO)N1C[C@H](C)[C@H](CN(C)S(=O)(=O)c2ccccc2)Oc2ccc(NS(=O)(=O)c3ccc(Cl)cc3)cc2C1=O	38	.
C[C@@H]1CN([C@H](C)CO)C(=O)Cc2cc(NC(=O)C3CCCCC3)ccc2O[C@@H]1CN(C)C(=O)Nc1ccc(F)cc1	-3	5
C[C@H](CO)N1C[C@H](C)[C@H](CN(C)S(=O)(=O)c2cn(C)cn2)Oc2c(NC(=O)Nc3ccc(C(F)(F)F)cc3)cccc2C1=O	-8	11
C[C@H]1CN([C@@H](C)CO)C(=O)Cc2cc(NC(=O)c3ccncc3)ccc2O[C@@H]1CN(C)S(=O)(=O)c1ccc(Cl)cc1	2	7
CNC[C@@H]1Oc2ccc(NC(=O)Nc3cccc4ccccc34)cc2C(=O)N([C@H](C)CO)C[C@H]1C	1	9
COc1ccc(NC(=O)Nc2ccc3c(c2)CC(=O)N([C@@H](C)CO)C[C@H](C)[C@H](CN(C)S(=O)(=O)c2ccccc2)O3)cc1	0	-3
C[C@@H]1CN([C@H](C)CO)C(=O)Cc2cc(NC(=O)Nc3ccc4c(c3)OCO4)ccc2O[C@H]1CN(C)Cc1ccc(C(F)(F)F)cc1	65*	-16
C[C@H]1CN([C@@H](C)CO)C(=O)c2cc(N(C)C)ccc2O[C@@H]1CN(C)S(=O)(=O)c1cn(C)cn1	-17	-2
C[C@H](CO)N1C[C@H](C)[C@H](CN(C)Cc2ccccc2)Oc2ccc(NS(=O)(=O)c3ccc(F)cc3)cc2CC1=O	36	11
Cc1ccc(S(=O)(=O)Nc2ccc3c(c2)C(=O)N([C@H](C)CO)C[C@H](C)[C@H](CN(C)S(=O)(=O)c2ccc(C)cc2)O3)cc1	13	.
C[C@H]1CN([C@@H](C)CO)C(=O)c2cc(NC(=O)CCC(F)(F)F)ccc2O[C@H]1CN(C)C(=O)Nc1ccc(F)cc1	-8	3
COc1ccc(NC(=O)Nc2cccc3c2O[C@@H](CN(C)S(=O)(=O)c2cn(C)cn2)[C@@H](C)CN([C@H](C)CO)C3=O)cc1	-4	3
C[C@@H]1CN([C@@H](C)CO)C(=O)c2cccc(N(C)C)c2O[C@H]1CN(C)S(C)(=O)=O	4	4
C[C@H](CO)N1C[C@H](C)[C@@H](CN(C)C(=O)Nc2ccc(C(F)(F)F)cc2)Oc2c(NC(=O)Nc3cccc4ccccc34)cccc2C1=O	52	-34

Outcome played no part in choosing rows; 4.8% or so of the library scored in one or more.
